High-throughput results from PubChem.
U2OS ROS induce: inducers of reactive oxygen species in cancer cells; U2OS ROS induction, H2DCF-DA fluorescence; ROS induction (% of piperlongumine), % at 10 µM; 46,000 tested, 2% active; in the data active = ROS induction above about 79%, passing the limit was not always enough;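 note: 0% = DMSO vehicle median and 100% = reference compound median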
* marks the source's active call; other numbers are inactive results. An excerpt; count on the stated rates, not on these rows.

cpd | mol | U2OS ROS induce
1 | COc1ccc(S(=O)(=O)N(C)C[C@@H]2Oc3c(NC(=O)c4cc(C)nn4C)cccc3C(=O)N([C@H](C)CO)C[C@@H]2C)cc1 | -0.8
2 | CC(C)NC(=O)Nc1ccc2c(c1)C(=O)N([C@H](C)CO)C[C@@H](C)[C@H](CN(C)C(=O)Nc1cccc3ccccc13)O2 | 23.9
3 | C[C@H]1CN([C@@H](C)CO)C(=O)c2cccc(NC(=O)c3ccncc3)c2O[C@H]1CN(C)Cc1ccc(-c2ccccc2)cc1 | 26.2
4 | COc1ccc(CN(C(=O)c2oc3cc(C)c(C)cc3c2C)C2CCS(=O)(=O)C2)cc1OC (stereo not drawn) | 37.0
5 | C=CCCN(CC#C[C@H]1Oc2ccccc2S(=O)(=O)N2CCC[C@@H]12)S(=O)(=O)c1ccc(C)cc1 | 54.9
6 | CC(C)NC(=O)N(C)C[C@@H]1Oc2ccc(NC(=O)CCN3CCOCC3)cc2C(=O)N([C@H](C)CO)C[C@H]1C | -15.2
7 | C[C@@H]1CN([C@@H](C)CO)C(=O)c2cc(NS(=O)(=O)c3ccccc3)ccc2O[C@@H]1CN(C)C(=O)Nc1ccc2c(c1)OCO2 | 11.4
8 | COc1cc(C)c(C(=O)Oc2cc(C)c(C(=O)O)c(O)c2C)c(OC)c1C | 1.2
9 | O=C(NC(=S)NCc1cccnc1)c1ccc(-c2cccc(Cl)c2Cl)o1 | -3.4
10 | COc1ccc(NC(=O)N(C)C[C@H]2Oc3c(NC(=O)C4CCCCC4)cccc3C(=O)N([C@@H](C)CO)C[C@@H]2C)cc1 | 15.2

cpd | mol | U2OS ROS induce
11 | CNC[C@H]1Oc2ccc(NS(=O)(=O)c3cccs3)cc2C(=O)N([C@@H](C)CO)C[C@H]1C | -4.0
12 | O=C(COc1ccc([N+](=O)[O-])cc1)Nc1cccc2nsnc12 | 43.6
13 | Cc1ccc(S(=O)(=O)N(C)C[C@H]2Oc3c(NC(=O)Nc4ccc(C(F)(F)F)cc4)cccc3C(=O)N([C@H](C)CO)C[C@H]2C)cc1 | 11.2
14 | COC(CN(C)C(=O)c1ccc2c(c1)NC(=O)c1ccccc1S2)OC | 9.1
15 | Cc1noc(C)c1S(=O)(=O)N(C)C[C@@H]1Oc2ccc(NC(=O)Cn3cnnn3)cc2C(=O)N([C@@H](C)CO)C[C@@H]1C | -0.4
16 | C[C@H](CO)N1C[C@H](C)[C@H](CN(C)C(=O)NC2CCCCC2)Oc2ccc(NC(=O)Cc3cn(C)c4ccccc34)cc2C1=O | 9.8
17 | CNC(=O)COc1ccc(NC(=O)c2ccc(-c3nn(C)c(=O)c4ccccc34)cc2)cc1 | -1.5
18 | CC1Oc2ccccc2OC1(O)c1ccc(Br)cc1 (stereo not drawn) | -16.1
19 | C[C@@H]1CN([C@H](C)CO)C(=O)c2cc(NC(=O)CCN3CCOCC3)ccc2O[C@@H]1CN(C)C(=O)Nc1ccc2c(c1)OCO2 | -8.8
20 | C[C@H](CO)N1C[C@H](C)[C@@H](CN(C)C(=O)Nc2ccc3c(c2)OCO3)Oc2c(NS(C)(=O)=O)cccc2C1=O | -7.0

cpd | mol | U2OS ROS induce
21 | C[C@H](CO)N1C[C@H](C)[C@@H](CN(C)S(C)(=O)=O)Oc2ccc(N(C)C)cc2C1=O | 17.8
22 | COc1ccc(/C=C/C(=O)O[C@H]2[C@H](O[C@H]3[C@@H]4C=CO[C@@H](O[C@@H]5O[C@H](CO)[C@@H](O)[C@H](O)[C@H]5O)[C@@H]4[C@@]4(CO)O[C@@H]34)O[C@@H](C)[C@H](O)[C@H]2OC(C)=O)cc1 | -8.8
23 | C[C@H](CO)N1C[C@H](C)[C@H](CN(C)C(=O)Nc2cccc3ccccc23)Oc2ccc(NC(=O)c3ccncc3)cc2CC1=O | 11.9
24 | COc1ccc(S(=O)(=O)Nc2cccc3c2O[C@H](CN(C)C(=O)Nc2c(C)noc2C)[C@@H](C)CN([C@@H](C)CO)C3=O)cc1 | -3.6
25 | C=CCNc1oc(CC(C)C)nc1C#N | -4.3
26 | O=C(Cn1c(=O)c2cccn2c2ccccc21)NCCCN1CCCCC1 | 7.4
27 | O=C(c1ccccc1)c1ccc2nc(-c3cccc(NC(=O)C4CCCO4)c3)[nH]c2c1 (stereo not drawn) | 38.5
28 | Cc1noc(C)c1NC(=O)N(C)C[C@@H]1Oc2c(NC(=O)Nc3ccc(C(F)(F)F)cc3)cccc2C(=O)N([C@@H](C)CO)C[C@H]1C | 58.3
29 | C[C@@H]1CN([C@@H](C)CO)C(=O)c2cc(NC(=O)Nc3cccc4ccccc34)ccc2O[C@@H]1CN(C)S(=O)(=O)c1ccc(Cl)cc1 | 24.5
30 | C[C@H]1CN([C@@H](C)CO)C(=O)c2cccc(NC(=O)C3CCCCC3)c2O[C@@H]1CN(C)C(=O)Nc1ccc(C(F)(F)F)cc1 | -2.6

cpd | mol | U2OS ROS induce
31 | CCOc1cc2sc(N3CCC(C(=O)N(C)Cc4ccccc4)CC3)nc2cc1Br | 37.2
32 | COc1ccccc1-n1nnnc1SCC(=O)Nc1ccccc1SC | -2.9
33 | CCn1c(=N)n(CCCOc2ccc(Br)cc2)c2ccccc21 | -0.4
34 | COc1ccc(S(=O)(=O)Nc2cccc3c2O[C@H](CN(C)Cc2ccccc2)[C@H](C)CN([C@@H](C)CO)C3=O)cc1 | 1.8
35 | C[C@@H]1CN([C@H](C)CO)C(=O)c2cc(NC(=O)Nc3ccc4c(c3)OCO4)ccc2O[C@@H]1CN(C)Cc1ccc(Cl)c(Cl)c1 | -11.8
36 | COc1ccc(S(=O)(=O)N(C)C[C@H]2Oc3ccc(NC(=O)Nc4ccc(F)cc4)cc3C(=O)N([C@H](C)CO)C[C@H]2C)cc1 | 24.7
37 | O=C(Nc1sc2c(c1C(=O)NCc1ccco1)CCCC2)c1ccc(F)cc1 | 18.5
38 | Cc1ccc(CNC(=O)CSC2=Nc3ccccc3C3=NC(Cc4ccccc4)C(=O)N23)cc1 (stereo not drawn) | 3.1
39 | C[C@@H]1CN([C@H](C)CO)C(=O)c2cc(NS(=O)(=O)c3cccs3)ccc2O[C@H]1CN(C)S(=O)(=O)c1cn(C)cn1 | -1.4
40 | COCCCNC(=O)c1cc(-c2ccccc2)nc2c(C)cc(C)cc12 | -1.5

Some of these compounds in order of heavy-atom count, low to high.
cpd | mol | U2OS ROS induce
33 | CCn1c(=N)n(CCCOc2ccc(Br)cc2)c2ccccc21 | -0.4
32 | COc1ccccc1-n1nnnc1SCC(=O)Nc1ccccc1SC | -2.9
37 | O=C(Nc1sc2c(c1C(=O)NCc1ccco1)CCCC2)c1ccc(F)cc1 | 18.5
31 | CCOc1cc2sc(N3CCC(C(=O)N(C)Cc4ccccc4)CC3)nc2cc1Br | 37.2
38 | Cc1ccc(CNC(=O)CSC2=Nc3ccccc3C3=NC(Cc4ccccc4)C(=O)N23)cc1 (stereo not drawn) | 3.1
39 | C[C@@H]1CN([C@H](C)CO)C(=O)c2cc(NS(=O)(=O)c3cccs3)ccc2O[C@H]1CN(C)S(=O)(=O)c1cn(C)cn1 | -1.4
34 | COc1ccc(S(=O)(=O)Nc2cccc3c2O[C@H](CN(C)Cc2ccccc2)[C@H](C)CN([C@@H](C)CO)C3=O)cc1 | 1.8

(further entries)
cpd | mol | U2OS ROS induce
41 | c1cnc2cc(Oc3ccc4nccnc4c3)ccc2n1 | -19.9
42 | C[C@H]1CN([C@@H](C)CO)C(=O)c2cccc(NC(=O)Nc3ccc(F)cc3)c2O[C@@H]1CN(C)S(=O)(=O)c1ccc(F)cc1 | 28.1
43 | C[C@@H]1CCCCO[C@H](CN(C)C(=O)Nc2cccc3ccccc23)[C@@H](C)CN([C@H](C)CO)C(=O)c2cc(NC(=O)Nc3ccc4c(c3)OCO4)ccc2O1 | 23.2
44 | COc1ccccc1NC(=O)CSC1CC(=O)N(c2ccc(I)cc2)C1=O (stereo not drawn) | -17.2
45 | Cc1ccc(S(=O)(=O)Nc2cccc3c2O[C@H](CN(C)S(=O)(=O)c2cccs2)[C@@H](C)CN([C@@H](C)CO)C3=O)cc1 | -18.3
46 | O=C(Nc1nccs1)C1CCCN(C(=O)c2cnn(-c3ccccc3)c2-n2cccc2)C1 (stereo not drawn) | 4.9
47 | CC(C)NC(=O)N(C)C[C@@H]1OCCCC[C@@H](C)Oc2ccc(NC(=O)Nc3cccc4ccccc34)cc2C(=O)N([C@H](C)CO)C[C@@H]1C | 29.4
48 | Cc1nc(SCC(=O)Nc2ccc(C(=O)O)cc2)[nH]c(=O)c1C | -20.1
49 | COCc1cc(C)nc(N)c1C#N | -14.8
50 | C[C@@H]1CN([C@@H](C)CO)C(=O)c2cccc(NC(=O)Nc3ccc4c(c3)OCO4)c2O[C@H]1CN(C)Cc1ccc(Oc2ccccc2)cc1 | 40.7

Grouped by structure: the compounds so far containing an aryl thioether with sulfur outside any ring (2)
cpd | mol | U2OS ROS induce
32 | COc1ccccc1-n1nnnc1SCC(=O)Nc1ccccc1SC | -2.9
48 | Cc1nc(SCC(=O)Nc2ccc(C(=O)O)cc2)[nH]c(=O)c1C | -20.1

(next part)
cpd | mol | U2OS ROS induce
51 | COc1ccc(CCNC(=O)c2ccc(-c3cccc(C(F)(F)F)c3)o2)cc1OC | 6.9
52 | COc1ccccc1NC(=O)CCSc1nc(C)cc(C)n1 | -11.7
53 | Cc1ccc(S(=O)(=O)N(C)C[C@@H]2OCCCC[C@@H](C)Oc3ccc(NC(=O)Nc4c(C)noc4C)cc3C(=O)N([C@H](C)CO)C[C@@H]2C)cc1 | 1.2
54 | COC(=O)c1ccccc1N(C)S(C)(=O)=O | 1.1
55 | O=C(Nc1ccccc1)Oc1ccccc1N1CCCCC1 | -4.2
56 | Cc1noc(C)c1S(=O)(=O)Nc1ccc2c(c1)CC(=O)N([C@H](C)CO)C[C@@H](C)[C@@H](CN(C)Cc1ccc(C(=O)O)cc1)O2 | 4.0
57 | COc1ccc(S(=O)(=O)Nc2ccc3c(c2)CC(=O)N([C@H](C)CO)C[C@H](C)[C@H](CN(C)S(C)(=O)=O)O3)cc1 | 0.1
58 | Cc1ccccc1N1C(=O)NC(=O)/C(=C\C=C\c2ccco2)C1=O | -4.6
59 | COc1ccc(-c2nnc3c4ccccc4c(C)nn23)cc1S(=O)(=O)N1CCOCC1 | 10.6
60 | C=CCN1C(=O)[C@@]2(O[C@@H](CCO)[C@H]([Si](C)(C)c3ccc(OC)cc3)[C@H]2C)c2cc(N3CCOC3=O)ccc21 | 19.0

cpd | mol | U2OS ROS induce
61 | C[C@H](CO)N1C[C@H](C)[C@H](CN(C)C(=O)Nc2ccc(C(F)(F)F)cc2)Oc2ccc(NC(=O)c3ccncc3)cc2CC1=O | 6.4
62 | CC(=O)O[C@H]1CC[C@@]2(C)C(C[C@@H](OC(C)=O)[C@@]3(C)C4=CC(=O)O[C@@H](c5ccoc5)[C@]4(C)CCC23)C1(C)C (stereo partly drawn) | 30.8
63 | O=C(Nc1ccccc1C(=O)Nc1ccccc1C(=O)NCc1ccco1)c1ccco1 | 5.8
64 | C[C@H](CO)N1C[C@H](C)[C@@H](CN(C)Cc2ccc(O)cc2)OCc2cn(nn2)CCCC1=O | 7.4
65 | C[C@@H]1CCCCO[C@H](CN(C)C(=O)c2ccncc2)[C@@H](C)CN([C@H](C)CO)C(=O)c2cc(N(C)C)ccc2O1 | -1.6
66 | CCN(CC(=O)O)S(=O)(=O)c1ccc(Br)cc1 | -7.0
67 | CC1(C)C2CC[C@]3(C)C(C(=O)C=C4[C@@H]5C[C@@](C)(C(=O)O)CC[C@]5(C)CC[C@]43C)[C@@]2(C)CC[C@@H]1O (stereo partly drawn) | -19.6
68 | O=C(c1cc(-c2ccc(F)cc2)n[nH]1)N1CCN(c2cccc(Cl)c2)CC1 | 0.8
69 | CCCCn1c(CCNC(=O)C(C)C)nc2ccccc21 | 1.6
70 | CC(CC(=O)NC1CCCCCC1)CC1=NS(=O)(=O)c2ccccc2N1 (stereo not drawn) | -7.3

cpd | mol | U2OS ROS induce
71 | COc1cccc(S(=O)(=O)N(C)C[C@@H]2Oc3ncc(/C=C/c4ccccc4)cc3C(=O)N([C@H](C)CO)C[C@@H]2C)c1 | 39.3
72 | Cc1ccc(-n2c(SCC(=O)Nc3ccc(F)c(F)c3)nnc2-c2cnccn2)cc1 | 48.5
73 | C=CCn1cc(C=C2C(=O)OC(c3ccccc3)OC2=O)c2ccccc21 (stereo not drawn) | 45.9
74 | CC(=O)OCC(=O)Nc1cccc(C)c1 | -19.7
75 | CNC[C@@H]1Oc2c(NC(=O)C3CCCCC3)cccc2C(=O)N([C@H](C)CO)C[C@H]1C | -1.1
76 | COC(=O)CCCCCCC(=O)N/N=C/C[C@@H](C)CCC=C(C)C | 3.5
77 | CN1C(N)=NC(=O)/C1=C/c1cccnc1 | 10.7
78 | CN1CCN(C(=O)CSc2c(-c3ccccc3)c3cc(Cl)ccc3[nH]c2=O)CC1 | -1.8
79 | CC(Sc1nc(-c2ccccc2)c(C#N)c(=O)[nH]1)C(=O)Nc1cccc(Cl)c1 (stereo not drawn) | -1.2
80 | COc1ccc(-c2csc3ncn(CC(=O)Nc4ccccc4)c(=O)c23)cc1 | 54.5

cpd | mol | U2OS ROS induce
81 | Cc1cc(C)c(NC(=O)CN(c2cccc(Cl)c2C)S(C)(=O)=O)c(C)c1 | 11.2
82 | COC(=O)C(CC#Cc1ccc2c(c1)[C@]1(C(=O)N2)[C@H](c2ccc(O)cc2)N2[C@H](c3ccccc3)[C@H](c3ccccc3)OC(=O)[C@H]2[C@@H]1C(=O)N1CCN(c2ncccn2)CC1)C(=O)OC | 52.3
83 | OC(c1cc(C(F)(F)F)nc2c(C(F)(F)F)cccc12)C1CCCCN1 (stereo not drawn) | 14.1
84 | C[C@H]1CN([C@@H](C)CO)C(=O)c2cc(NC(=O)Nc3ccccc3)ccc2O[C@H]1CN(C)S(=O)(=O)c1cccs1 | -7.4
85 | CC(C)C(=O)NCCSc1c(-c2ccccc2)[nH]c2ccccc12 | -10.6
86 | Cn1c(CSc2cc(C(F)(F)F)nc3ccccc23)n[nH]c1=S | 23.0
87 | O=C(Oc1ccc(C2SCCS2)cc1)c1ccccc1Cl | -5.5
88 | CC(C)NC(=O)Nc1ccc2c(c1)C(=O)N([C@@H](C)CO)C[C@@H](C)[C@H](CN(C)S(=O)(=O)c1cccs1)O2 | -17.9
89 | CC(=O)n1c2ccccc2c2cc(Br)ccc21 | 2.3
90 | CC1(C)Cc2c(sc3ncn4nc(COc5ccc(Cl)cc5)nc4c23)C(C)(C)N1 | -6.2
